Source: PubChem (The Scripps Research Institute Molecular Screening Center)
CHO-K1 Ca antag = M1 antagonist counterscreen hit in parental CHO-K1 cells. ATP-induced calcium, Fluo-8 fluorescence. AID 602250. inhibition, % at 3 µM. 360,000 compounds, 0.6% hits;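 active = inhibition above a per-plate cutoff, the plate's mean sample inhibition plus 3 SD, cut at about 24% in these data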;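 note: 0% = DMSO plus EC80 ATP and 100% = DMSO alone without ATP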
CHRM5 PAM = human M5 muscarinic receptor positive allosteric modulators, primary screen, CHO-K1 cells, Fluo-8 calcium fluorescence; Muscarinic acetylcholine receptor M5 (Homo sapiens), P08912; CHO-K1 hM5, ACh EC20 PAM; 0% = ACh EC20, 100% = ACh EC100; activation, % at 3 µM; 360,000 compounds, 0.3% hits; AID 624038, 2012;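 active = activation above the run cutoff, the mean activation of all test compounds plus 3 SD, cut at about 18% in these data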
Target sequence (P08912 whole entry, looked up): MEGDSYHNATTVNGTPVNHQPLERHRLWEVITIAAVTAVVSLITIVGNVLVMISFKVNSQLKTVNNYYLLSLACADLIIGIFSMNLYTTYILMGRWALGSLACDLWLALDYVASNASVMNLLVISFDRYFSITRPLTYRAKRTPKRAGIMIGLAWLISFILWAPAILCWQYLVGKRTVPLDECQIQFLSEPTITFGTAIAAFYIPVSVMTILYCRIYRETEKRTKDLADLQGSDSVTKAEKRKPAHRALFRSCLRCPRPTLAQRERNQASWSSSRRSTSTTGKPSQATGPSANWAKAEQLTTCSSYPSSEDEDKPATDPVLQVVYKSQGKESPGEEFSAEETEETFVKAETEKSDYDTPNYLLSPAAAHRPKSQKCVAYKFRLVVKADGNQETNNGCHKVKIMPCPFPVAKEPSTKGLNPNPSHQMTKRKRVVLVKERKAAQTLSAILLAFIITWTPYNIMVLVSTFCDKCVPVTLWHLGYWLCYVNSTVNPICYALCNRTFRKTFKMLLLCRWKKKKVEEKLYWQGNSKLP
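System: CHO-K1 hM5 cells. Reagent: acetylcholine, EC20 level. Compound dosing: single dose, 3 µM nominal final test concentration. Timing: Post-acetylcholine fluorescence recording 140 s. Detection: Fluo-8 calcium fluorescence. Read-out: % activation, ACh-normalized. Benchmarks: ACh EC20 and EC100 wells. Repeats: singlicate, one well per test compound.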
M1 PAM parental = nonselective calcium activators in parental CHO-K1 cells, primary screen, counter-screen for M1 PAM project, cell-based, Fluo-8 calcium fluorescence, full deck, 1536-well; ATP EC20; 0% at ATP EC20, 100% at ATP max; activation, % at 3 µM; 360,000 compounds, 0.02% hits;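 active = activation above the run cutoff, the mean activation of all test compounds plus 3 SD, cut at about 40% in these data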;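 note: peak over basal fluorescence ratio in a 140 s read after ATP addition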
CHRM5 agonist = human M5 muscarinic receptor agonists, primary screen, CHO-K1 cells, Fluo-8 calcium fluorescence. Muscarinic acetylcholine receptor M5 (Homo sapiens), P08912. CHO-K1 hM5 cells; 0% DMSO wells, 100% maximal acetylcholine response. activation, % at 3 µM. 360,000 compounds, 0.19% hits;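 active = activation above the run's mean over test compounds plus 3 SD, cut at about 23% in these data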;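 note: signal is peak over basal fluorescence ratio across the kinetic read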
M4 PAM = human M4 muscarinic receptor positive allosteric modulators, primary screen, CHO-K1 cells, Fluo-8 calcium fluorescence. Muscarinic acetylcholine receptor M4 (Homo sapiens), P08173. CHO-K1 hM4/Gqi5, ACh EC20; 0% = ACh EC20, 100% = maximal ACh. activation, % at 3 µM. 360,000 compounds, 0.4% hits;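 active = activation above its plate's cutoff, the mean activation of sample wells plus 3 SD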; note: some results filed as inactive read as strong as hits
Target sequence (P08173 whole entry, looked up): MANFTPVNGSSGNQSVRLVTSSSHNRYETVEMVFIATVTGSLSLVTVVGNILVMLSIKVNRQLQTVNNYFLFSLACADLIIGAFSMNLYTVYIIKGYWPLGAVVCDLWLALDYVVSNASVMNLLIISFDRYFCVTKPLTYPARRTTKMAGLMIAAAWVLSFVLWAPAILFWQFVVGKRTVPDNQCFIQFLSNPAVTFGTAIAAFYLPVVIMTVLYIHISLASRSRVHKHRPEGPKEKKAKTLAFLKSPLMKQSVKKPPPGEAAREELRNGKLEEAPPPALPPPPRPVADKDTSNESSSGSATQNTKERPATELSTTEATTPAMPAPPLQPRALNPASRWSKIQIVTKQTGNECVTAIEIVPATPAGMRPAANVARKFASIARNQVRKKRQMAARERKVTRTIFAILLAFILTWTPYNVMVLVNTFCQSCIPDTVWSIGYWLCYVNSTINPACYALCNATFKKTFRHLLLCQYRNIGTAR
M4 antag = human M4 muscarinic receptor antagonists, primary screen, CHO cells, Fluo-8 calcium fluorescence; CHO-hM4 cells, ACh EC80; 360,000 compounds, 0.73% hits; AID 624125, 2012; Muscarinic acetylcholine receptor M4 (Homo sapiens), P08173; inhibition, % at 3 µM;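 active = inhibition above its plate's cutoff, the mean inhibition of sample wells plus 3 SD, cut at about 27% in these data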;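 note: 0% = acetylcholine EC80 with DMSO and 100% = DMSO without agonist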
CHO-K1 Ca ag = counter-screen for M1 agonists: effect in parental CHO-K1 cells; AID 602248, 2012; activation, % at 3 µM; Fluo-8 calcium fluorescence; scaled to maximal ATP response, vehicle zero; 360,000 compounds, 0.48% hits; in the data active = activation above about 15%;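 note: untransfected CHO-K1 host cells lacking M1 receptor as counterscreen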
M5 antag = human M5 muscarinic receptor antagonists, primary screen, CHO cells, Fluo-8 calcium fluorescence | AID 624040, 2012 | inhibition, % at 3 µM | Muscarinic acetylcholine receptor M5 (Homo sapiens), P08912 | CHO-hM5 cells, ACh EC80 | 360,000 compounds, 0.59% hits;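 active = inhibition above a per-plate cutoff, the mean of that plate's test compounds plus 3 SD, cut at about 27% in these data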;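 note: 0% = acetylcholine EC80 with DMSO and 100% = DMSO without agonist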
M4 ag = human M4 muscarinic receptor agonists, primary screen, CHO-K1 cells, Fluo-8 calcium fluorescence; CHO-K1 hM4/Gqi5; vehicle 0%, full acetylcholine response 100%; activation, % at 3 µM; 360,000 compounds, 0.14% hits; AID 624127, 2012;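 active = activation above the run mean over all test wells plus 3 SD, cut at about 32% in these data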;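 note: peak over basal fluorescence ratio per well then scaled between controls; 0% = DMSO wells and 100% = acetylcholine at EC100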
Starred values were filed as active, the others as inactive.

SMILES	CHO-K1 Ca antag	CHRM5 PAM	M1 PAM parental	CHRM5 agonist	M4 PAM	M4 antag	CHO-K1 Ca ag	M5 antag	M4 ag
CCOC(=O)C(NC(C)=O)(Nc1ccc(S(=O)(=O)Nc2ncccn2)cc1)C(F)(F)F (centres undefined)	-4	-7	13	-1	-3	5	0.6	10	2
CC1CC(C)CN(CCCOc2ccccc2[N+](=O)[O-])C1 (centres undefined)	6	2	-6	-4	-4	4	0.3	2	1
CCc1ccc(CN(C)C(=O)c2cc(COc3c(F)cccc3F)on2)cc1	-9	-1	1	-5	-2	-1	-0.5	1	0
O=C(NN=Cc1ccc(O)cc1)c1ccccc1NS(=O)(=O)c1cccs1	-11	-6	-13	3	6	3	0.8	11	1
CC(C)(C)n1nnnc1C(c1cccc(C(F)(F)F)c1)N1CCOCC1 (centres undefined)	1	3	0	0	3	2	-0.2	-4	1
COc1ccc(C(=O)Nc2ccc(C(=O)N3CCCCC3C)cc2)c(OC)c1OC (centres undefined)	-1	-2	3	-3	-3	10	1.3	8	2
CNc1ccc(C(=O)OCC(=O)Nc2ccnn2C(C)C)cc1[N+](=O)[O-]	-26	7	21	2	9	-7	0.7	-3	1
COC(=O)/C(=C/c1c[nH]c2ccccc12)[N+](=O)[O-]	-12	-1	14	-2	12	2	0.5	-3	1
CC(CCc1ccccc1)NC(=O)COC(=O)c1ccc(F)cc1 (centres undefined)	-11	-4	-4	-4	7	0	0.9	18	1
CCOC(=O)C(C)Sc1nc(-c2cccs2)ccc1C#N (centres undefined)	3	-7	4	-8	-8	5	2.2	-2	-3
COCCN(C(=O)c1ccc(NC2CC2)c([N+](=O)[O-])c1)c1c(N)n(CC(C)C)c(=O)[nH]c1=O	2	1	-5	0	4	-9	-0.5	0	0
Fc1ccc(Nc2ccnc(C(F)(F)F)c2)cc1	-10	-4	10	-2	-6	5	5.8	4	3
O=C(Nc1cccc2ncccc12)c1ccccc1F	-4	1	23	1	-3	11	0.3	-6	1
CCOc1ccc(N2CC(C(=O)Nc3ccccc3F)CC2=O)cc1 (centres undefined)	-3	0	-3	1	5	6	0.3	2	1
Cc1cc(C)cc(N2C(=O)CC(Cn3nc(C)cc3C)C2=O)c1 (centres undefined)	4	-4	-19	3	-5	15	0.2	9	0

A draw from above in order of molar mass, falling.
SMILES	CHO-K1 Ca antag	CHRM5 PAM	M1 PAM parental	CHRM5 agonist	M4 PAM	M4 antag	CHO-K1 Ca ag	M5 antag	M4 ag
COCCN(C(=O)c1ccc(NC2CC2)c([N+](=O)[O-])c1)c1c(N)n(CC(C)C)c(=O)[nH]c1=O	2	1	-5	0	4	-9	-0.5	0	0
O=C(NN=Cc1ccc(O)cc1)c1ccccc1NS(=O)(=O)c1cccs1	-11	-6	-13	3	6	3	0.8	11	1
Cc1cc(C)cc(N2C(=O)CC(Cn3nc(C)cc3C)C2=O)c1 (centres undefined)	4	-4	-19	3	-5	15	0.2	9	0
CC1CC(C)CN(CCCOc2ccccc2[N+](=O)[O-])C1 (centres undefined)	6	2	-6	-4	-4	4	0.3	2	1

Further structures follow:
SMILES	CHO-K1 Ca antag	CHRM5 PAM	M1 PAM parental	CHRM5 agonist	M4 PAM	M4 antag	CHO-K1 Ca ag	M5 antag	M4 ag
CCCC(C(=O)NC1CCCC1)N(C(=O)Cn1nnc(-c2ccc(C)o2)n1)c1cccc(O)c1 (centres undefined)	-6	1	13	-1	-1	-11	0.0	12	1
Cc1ccc(S(=O)(=O)Nc2ccccc2F)cc1C(=O)OC(C)C(=O)N1CCOCC1 (centres undefined)	-3	9	-7	-1	16	-10	1.3	1	1
Cc1cc(=O)c(C(=O)O)cn1Nc1ccc(F)cc1	1	10	14	-7	0	8	0.2	0	0
Cc1ccnc(NCc2ccc(Br)cc2)c1	-13	0	5	-5	-7	9	0.4	6	0
Clc1cc(Cl)cc(Nc2ncnc(-n3cccc3)n2)c1	-2	-3	14	2	-5	8	2.2	-2	0
Nc1cc(=O)[nH]c(SCC(=O)Nc2cccc([N+](=O)[O-])c2)n1	-13	9	18	2	-5	2	0.6	-1	1
Cc1ccnc(NC(=O)c2cccc(S(=O)(=O)N3CCN(c4ccccc4)CC3)c2)c1	-16	2	24	-3	4	3	1.6	4	1
Cn1c(SCC(=O)c2ccccc2)nnc1-c1cccc(N)c1	-3	2	13	-5	9	-4	0.7	-3	2
CCOc1ccc(NC(=O)c2ccccc2O)cc1	1	-3	5	-2	5	-9	0.1	-3	2
Cc1ccc(N2C(=O)[C@@H]3[C@H](C2=O)[C@H]2C=C(C(=O)c4ccccc4)C=CN2[C@@H]3C(=O)c2ccc(Cl)cc2)cc1	-10	7	25	1	17	-5	0.1	-4	1
O=C1NC(=O)/C(=C/c2ccc(N3CCOCC3)o2)N1	-4	0	4	3	-16	1	2.2	3	6
CC1=C(C(=O)N(C)C)CC(CC(=O)NCCc2ccccn2)C(=O)N1CCC1=CCCCC1 (centres undefined)	-8	8	13	1	-1	-13	0.5	-6	0
CC(C)(O)CCC(C)(C)O	-12	6	7	1	13	-3	-0.7	2	0
COC(=O)CNC(=O)C(Cc1c[nH]c2ccccc12)NC(=O)Oc1ccccc1 (centres undefined)	-11	7	0	1	-7	1	0.5	-1	1
Cc1nn2c(N3CCCC3)c3c(nc2c1-c1ccccc1)CCC3	-5	13	-13	3	-1	-1	-0.2	0	0
COc1ccc(-c2nc(CN3CCCCC3c3cccnc3)c(C)o2)c(F)c1 (centres undefined)	1	3	2	-5	-6	0	0.2	-4	1
CCOC(=O)CSc1ccc(-c2nc3cc(C)c(C)cc3[nH]2)cn1	-3	-26	7	-9	-8	5	3.5	-3	5
CC(=O)N1C2CCCCC2S[C@H]2CCCCC21 (some centres undefined)	-6	5	16	0	-2	-2	0.3	1	0
O=C(c1cccs1)N1CCN(S(=O)(=O)c2ccccc2)CC1	-2	0	12	0	-1	6	0.2	9	0
CCOC(=O)c1ccc2[nH]c(C)c(CCC(C)=O)c(=O)c2c1	-14	3	17	2	-2	5	0.2	-5	-1
Fc1ccc(NC(=S)N2CCCCC2)cc1	0	-5	-1	-5	6	1	-0.2	6	0
CCCCN(C(=O)CC(c1ccccc1)c1ccccc1)c1c(N)n(CCC)c(=O)[nH]c1=O	4	-11	7	-1	8	-16	-0.5	14	-1
Cc1nc2ccc(NC(=O)c3ccccc3)cc2s1	7	0	11	0	1	-5	0.6	-10	1
COCC(=O)Nc1cc(C(=O)NCCc2ccccc2)ccc1Cl	-7	2	14	-2	9	-7	0.3	-1	1
CCCCn1c(=O)c(CCC(=O)O)nc2ccccc21	-22	11	28	2	3	-2	1.2	-1	1
COc1ccc(C(=O)Nc2cccc(-c3ccc(N4CCOCC4)nn3)c2)cc1	0	-13	-14	2	-7	0	3.5	9	12
O=C(NCc1ccco1)c1ccc(S(=O)(=O)N2CCCCC2)cc1	-10	8	10	2	0	-5	1.0	-6	2
CC(C)CCNC(=O)C(NS(=O)(=O)c1ccc2c(c1)c(=O)n(C)c(=O)n2C)c1ccccc1 (centres undefined)	1	-1	-2	2	5	-5	-0.3	2	0
O=C(CCCC(=O)OCC1CCCO1)OCC1CCCO1 (centres undefined)	-12	7	19	3	22	-11	0.4	-6	1
COc1ccc(NC(=O)Oc2cc(C)ccc2C(C)C)cc1	-15	2	19	-12	-3	-7	-0.2	-1	-3
CCc1ccc(NC(=S)N2CCNC(=O)C2CC(=O)OC)cc1 (centres undefined)	-5	-3	7	-5	3	-3	10	0	0
OC(CCN1CC2CCC(CC2)C1)(Cc1ccccc1)c1ccco1 (centres undefined)	-6	-39	3	-11	-16	34*	-0.3	27*	2
Cc1ccc(-n2c(=S)[nH]c3[nH]ncc3c2=O)cc1	-7	6	11	0	-8	1	4.5	-2	1
O=C(CN1CCc2cc3c(cc2C1)OCCCO3)Nc1cccc(Br)c1	-16	2	10	-2	-4	-5	5.6	-1	6
COc1cccc(C(N)c2nc(-c3cc(F)cc(F)c3)cs2)c1 (centres undefined)	-4	-2	8	1	2	0	0.6	3	1
CC(=O)Nc1sc2c(c1C(c1cccs1)N1CCOCC1)CCCC2 (centres undefined)	1	-1	3	-4	15	13	0.1	-4	-1
O=C(COc1ccc(S(=O)(=O)N2CCCCC2)cc1)N1CCOCC1	2	-5	-14	1	0	7	0.5	26	1
CC1(C)CC(=O)C/C(=N/NC(=O)C2CCN(S(=O)(=O)c3cccs3)CC2)C1	4	6	1	-3	11	-3	-0.3	-11	2
CC(C)Cc1cc(C(=O)Nc2cccc(O)c2)no1	8	-6	-8	3	-6	-4	1.7	11	4
Cc1cnn(Cc2ccccc2)c1N	-2	-1	8	1	0	-3	0.2	3	1
CC(=O)c1ccc(NC(=S)N2CCN(C(=S)Nc3ccc(C(C)=O)cc3)C(C)C2)cc1 (centres undefined)	6	4	-17	0	-6	-1	0.3	8	1
C=C(C)CNC(=S)N1CCN(C(c2ccccc2)c2ccccc2)CC1	-15	-6	20	-9	-7	4	0.6	6	1
Cc1nc2nc(COc3ccccc3)[nH]n2c(=O)c1Cc1ccccc1	6	3	16	-5	15	-8	0.0	0	0
COc1cc(C(=O)NCC(c2cccnc2)N2CCN(c3ccccc3)CC2)cc(OC)c1OC (centres undefined)	-6	-2	11	0	3	-9	0.7	0	2
O=C(CNC(=O)c1n[nH]c2ccccc12)Nc1ccc(F)c(F)c1F	0	5	5	1	6	1	0.2	-2	3
CN(C)C(CNc1ncnc2sccc12)c1cccs1 (centres undefined)	-19	-3	18	-14	3	7	0.6	16	0
COC(=O)c1cccc(N(C(=O)c2ccco2)C(C(=O)NC2CCCC2)c2ccco2)c1 (centres undefined)	-8	5	5	0	15	-6	1.4	-6	5
COc1ccc(Br)cc1CNc1ccccc1	-3	9	14	-3	-3	-8	0.6	1	-2
CCCOc1ccc2nc(C)c(CCC)c(SC(=N)N)c2c1	-4	-5	-1	-3	-6	-5	1.4	7	0
Cc1ccc(C)c(S(=O)(=O)NCCCc2ccccc2)c1	-15	2	7	-6	-10	-14	0.0	15	-1
CC(C)NC(=O)C1(C)CCN1Cc1cccc(C#N)c1 (centres undefined)	-9	3	11	2	7	-3	0.8	5	0
COc1ccnc(CSC(N)=Nc2cccc(C(F)(F)F)c2)c1	-6	0	15	1	6	5	0.0	0	1
CC(C)C(=O)N1N=C(c2ccc(NS(C)(=O)=O)cc2)CC1c1cccs1 (centres undefined)	16	2	-11	1	10	-10	-0.3	0	-2
O=C(CSc1nc2ccc(Nc3nc(N4CCOCC4)nc(N4CCOCC4)n3)cc2s1)Nc1ccccc1Cl	4	-2	11	-1	-2	-16	-0.2	0	1
COc1ccc(CNC(=O)COC(=O)/C=C/c2ccc(Cl)cc2)cc1	-2	5	1	4	-3	-5	0.1	-5	1
COc1ccc([N+](=O)[O-])cc1NCC(=O)c1ccc(C)cc1	-19	4	14	-5	0	-14	1.1	-6	1
CC(C)OC(=O)c1cc(C(=O)c2cc(F)ccc2O)coc1=N	5	13	16	13	16	6	0.2	-6	0
